Growth percent in the NCI-60 one-dose screen (48 h, 10 µM unless noted): 100 = growth as untreated, 0 = no growth, -100 = all killed.
A498: A498 renal cancer cells | actives 5.4% (n = 76,000)
ACHN: ACHN renal cancer. AID 1794771. actives 4.9% (n = 81,000)
OVCAR-8: OVCAR-8 ovarian cancer | AID 1794782 | actives 4.4% (n = 81,000)
OVCAR-3: OVCAR-3 ovarian cancer; AID 1794787; actives 7% (n = 79,000)
OVCAR-5: OVCAR-5 ovarian cancer; AID 1794783; actives 2.9% (n = 82,000)
CAKI-1: CAKI-1 renal cancer; actives 4.7% (n = 75,000)
OVCAR-4: OVCAR-4 ovarian cancer cells | actives 3.7% (n = 80,000)
RXF 393: RXF 393 renal cancer cells. actives 6.9% (n = 77,000). AID 1794773
* = called active by the depositor; . = not tested or not shown; & = joins results of further samples. Rule for the calls: active = growth percent below 10; inactive = the rest. Compounds were not picked by outcome; 10% or so of the library scored in one or more.

nr | SMILES | A498 | ACHN | OVCAR-8 | OVCAR-3
1 | O=C(O)CCCC1CCCCC1 | 79.3 | 105.7 | 102.2 | 101.1
2 | O=S(=O)(NCCNc1nccc(-c2c(-c3cccc(O)c3)nc3occn23)n1)c1ccccc1 | . | 82.1 | 79.8 | 97.9
3 | O=C(CCC(=O)N(CCO)CCO)N(CCO)CCO | 120.1 | 107.2 | 103.1 | 97.5
4 | C/C(=N/O)c1ccc(NC(=O)C(C)N2CCN(c3cc4c(cc3F)c(=O)c(C(=O)O)cn4C3CC3)CC2)cc1 (stereo not drawn) | 99.2 | 101.6 | 98.9 | 103.0
5 | Nc1cccc([N+](=O)[O-])c1N | 98.2 | 103.1 | 90.9 | 113.2
6 | CCN1C(=O)/C(=c2\sc3n(c2=O)NC2C(N=3)N(CC)C(=S)N2CC)c2ccccc21 (stereo not drawn) | 102.8 | 97.5 | 98.7 | 102.2
7 | CCCn1c(O)c(N=Nc2ccc(S(N)(=O)=O)cc2)c2cc(Cl)ccc21 | 107.8 | 111.4 | 106.1 | 114.0
8 | CN(C)CCN1C(=O)c2cccc3c(/C=C/CN4C(=O)c5cccc6cccc(c56)C4=O)ccc(c23)C1=O | 81.4 | 72.7 | -43.5* | 113.7
9 | Nc1nc(N)nc(SCC(=O)O)n1 | 137.8 | 108.1 | 115.8 | 112.6
10 | CC(C)c1oc2ccccc2c1C(=O)c1cc(I)c(O)c(I)c1 | . | 91.1 | 95.7 | 101.9
11 | C=CCOC(=O)Oc1ccc(Cl)cc1Cl | 106.0 | 120.5 | 113.2 | 119.1
12 | Cc1ccc(S(=O)(=O)c2nc(-c3ccccc3)oc2S(C)(=O)=O)cc1 | 85.2 | -99.7* | 54.7 | -86.8*

nr | OVCAR-5 | CAKI-1 | OVCAR-4 | RXF 393
1 | 99.8 | 103.1 | 106.3 | 94.9
2 | 117.1 | 78.3 | 122.5 | 90.3
3 | 104.9 | 93.3 | 105.4 | 112.8
4 | 103.4 | . | 102.0 | 102.8
5 | 108.8 | 89.0 | 107.7 | 103.9
6 | 106.1 | 69.9 | 96.1 | .
7 | 103.7 | 92.2 | 105.8 | 105.2
8 | -69.0* | 91.0 | -5.6* | 57.0
9 | 115.8 | 130.7 | 109.5 | .
10 | 92.5 | 107.0 | . | 103.5
11 | 113.7 | 99.1 | 100.4 | 110.9
12 | 66.0 | -98.9* | 80.5 | 10.4

The results go on:
nr | SMILES | A498 | ACHN | OVCAR-8 | OVCAR-3
13 | Cc1ccc2nc(Cl)c(/C=C3\SC(=Nc4ccc(S(N)(=O)=O)cc4)NC3=O)cc2c1 | 106.5 | 105.8 | 103.3 | 119.5
14 | O=C(Nc1ccc(NC(=O)c2cc(S(=O)(=O)NCCc3c[nH]c4ccccc34)c(O)c(O)c2O)cc1)c1cc(S(=O)(=O)NCCc2c[nH]c3ccccc23)c(O)c(O)c1O | 115.4 | 98.1 | 102.3 | 101.7
15 | CCN(CC)CCCC(C)Nc1c(C)cnc2cccc(C)c12 (stereo not drawn) | 65.6 | 102.2 | 107.9 | 105.8
16 | NC(=O)c1cc(O)c(Br)c(O)c1 | 119.0 | 113.4 | 110.0 | 115.7
17 | O=c1c2c(=NCCN3CCCC3)cc3c(=O)n(CCCN4CCOCC4)c(=O)c4ccc(c(O)n1CCCN1CCOCC1)c2c4-3 | -78.9* | 2.2* | 11.9 | -8.7*
18 | CCN(CC)c1ccc(N=Cc2ccc(N(C)C)cc2)cc1 | 92.1 | . | 101.7 | 99.6
19 | Cc1c(C(=O)OCCN2CCN(C)CC2)cc(-c2ccc(Cl)cc2)n1-c1ccccc1 | 103.5 | 96.9 | 92.9 | 97.1
20 | O=C1CCCN1c1nc(-c2ccccc2)cs1 | 86.4 | 101.3 | 99.2 | 101.4
21 | Cc1cc(O)cc(-c2nn(C)cc2-c2cc(N3CCOCC3)nc(-c3cccnc3)n2)c1 | -36.3* | 37.9 | 47.1 | 8.6*
22 | COc1ccc(N=Nc2c(N)nn3c(-c4ccc(OC)c(OC)c4)c4c(N)c5c(nc4nc23)CCCC5)cc1 | 106.0 | 93.4 | 100.0 | 113.7
23 | C/C(=N\NC(=O)c1nc(N)n(-c2ccc(S(N)(=O)=O)cc2)n1)c1ccncc1 | 92.2 | 105.4 | 97.8 | 105.1
24 | CC(=O)Nc1ccc(S(=O)(=O)N2CCN(C3=NS(=O)(=O)c4ccccc4N3c3ccccc3)CC2)cc1 | 109.3 | 101.0 | 90.2 | 105.2

nr | OVCAR-5 | CAKI-1 | OVCAR-4 | RXF 393
13 | 113.5 | 103.4 | 107.1 | 143.1
14 | 125.5 | . | 108.2 | 114.7
15 | 98.0 | 99.1 | 104.0 | .
16 | 105.4 | 93.7 | 103.7 | 126.3
17 | -10.9* | 8.7* | -49.1* | -66.3*
18 | 109.2 | . | 108.2 | 101.8
19 | 92.5 | 73.3 | 95.2 | 86.5
20 | 93.9 | 94.2 | 98.8 | 104.9
21 | 84.6 | 43.9 | 73.1 | 9.6*
22 | 102.3 | 84.6 | 101.6 | 115.3
23 | 111.6 | 94.5 | 96.7 | 113.9
24 | 82.0 | 89.2 | 110.1 | 59.9

New compounds follow
nr | SMILES | A498 | ACHN | OVCAR-8 | OVCAR-3
25 | C=CCSc1nnc(-c2ccc(-c3nc4ccc(Cl)cc4[nH]3)cc2)o1 | 106.2 | 78.8 | 63.9 | 34.0
26 | COc1ccc2c(c1)/C(=C(\C#N)C(=O)c1ccccc1)C(=O)N2 | 108.5 | 95.9 | 101.4 | 107.0
27 | Cc1c([N+](=O)[O-])cc(I)c(I)c1I | 69.8 | 93.8 | 98.8 | 101.6
28 | CCCCC[C@H](O)c1ccccc1[C@@H]1O[C@@H](CCC(=O)OC)[C@H](O)[C@H]1O | 97.6 | 100.5 | 99.0 | 106.6
29 | CCOC(=O)c1nc2c3ccccc3cnn2c1C(=O)c1ccc(Br)cc1 | 101.7 | 108.1 | 101.0 | 104.7
30 | Cc1cc(=O)oc2cc(OC(=O)N3CCN(C)CC3)ccc12 | 105.0 | 96.6 | 102.7 | 105.7
31 | COc1ccc(C2CC(=O)Oc3c(OC)c4c(c(OC)c32)OCO4)cc1 (stereo not drawn) | 88.7 | 102.9 | 98.2 | 109.3
32 | CS(=O)(=O)c1ccc(-c2nc3ccccn3c2/C=N/N=C(N)N)cc1 | 109.7 | 108.2 | 99.8 | 106.6
33 | C1=C(c2ccccc2)n2cnc3ncnc-3c2NN1 | 118.4 | 92.1 | 83.6 | 55.7
34 | COc1cc(C(=O)n2nc(N3CCOCC3)c3cc(-n4cccc4)ccc32)cc(OC)c1OC | 0.8* | 49.8 | 64.0 | 87.3
35 | CN(C)CCC=C1c2ccccc2C=Cc2ccccc21 | 98.3&91.8&77.7 | 103.4&97.1 | 103.6&107.8 | 114.3&95.2&104.9
36 | O=C(Nc1ccc(F)cc1)c1ccc2c(c1)nc(-c1ccccc1)n2C1CCCCC1 | 100.0 | 96.1 | 94.7 | 88.8

nr | OVCAR-5 | CAKI-1 | OVCAR-4 | RXF 393
25 | 76.8 | 49.2 | 66.5 | 53.1
26 | 112.8 | 84.5 | . | 118.1
27 | 104.0 | 90.6 | 89.2 | 99.5
28 | 103.2 | . | 105.1 | 106.4
29 | 112.0 | 93.0 | 104.8 | 122.5
30 | 98.7 | 89.7 | 103.7 | 120.7
31 | 92.2 | 96.8 | 106.1 | 99.6
32 | 121.7 | 91.7 | 101.9 | 97.1
33 | 82.2 | 68.2 | 69.7 | .
34 | 98.3 | 60.6 | 68.5 | -9.3*
35 | 98.8&99.5 | 100.2&85.1&61.7 | 103.6&99.9&83.2 | 79.5&76.6
36 | 97.9 | 89.6 | 111.4 | 66.9

The list continues:
nr | SMILES | A498 | ACHN | OVCAR-8 | OVCAR-3
37 | c1ccc2c(c1)CCc1c-2n[nH]c1-c1[nH]nc2c1CCc1ccccc1-2 | 166.0 | 107.0 | 102.6 | 105.7
38 | O=C(Nc1cnn2ccc(N3CCC[C@@H]3c3cc(F)ccc3F)nc12)N1CC[C@H](O)C1 | 2.7* | 103.3 | 80.4 | 99.9
39 | COc1cc(N2C(=O)[C@H](c3ccccc3)C2c2ccc(SC)cc2)cc(OC)c1OC (stereo partly drawn) | -4.1* | 30.2 | 4.1* | 8.7*
40 | O=C(CNC(=O)NCC1CCCCC1)NC1NC2CCCCC2N1 (stereo not drawn) | 108.7 | 96.8 | 98.0 | 98.3
41 | O=c1[nH]c(CN/N=C/c2ccc(O)cc2)nc2ccccc12 | 111.9 | 108.1 | 106.3 | 108.0
42 | Cc1nc2sc(C(=O)Nc3cccc(Cl)c3)c(N)c2cc1C(=O)c1ccccc1 | 13.0 | 99.1 | 100.3 | 99.9
43 | CCn1c(O)c(C=Nc2ccccc2)s/c1=N/Nc1nc(-c2ccc([N+](=O)[O-])cc2)cs1 | 58.1 | 101.2 | 83.7 | 94.7
44 | Nc1nc2ncc(CCNc3ccc(C(=O)O)cc3)nc2c(=O)[nH]1 | 119.8 | 110.2 | 108.4 | 127.9
45 | CN1C(=O)N(C)C2SC(N/N=C/c3ccc(F)cc3)=NC21 (stereo not drawn) | 57.6 | 60.1 | 66.8 | -41.9*
46 | COc1ccc(/C=C2\COc3ccc(O)c(O)c3C2=O)c(OC)c1OC | 108.6 | 12.5 | 8.4* | 9.0*
47 | O=C(Nc1ccc(F)cc1)c1ccccc1 | 92.4 | 100.6 | 104.6 | .
48 | Cn1c(=O)n(CCCO)c(=O)c2c1nc(Oc1cccc(OC(F)(F)F)c1)n2Cc1ccc(Cl)cc1 | 59.6 | 84.3 | 77.8 | 85.5

nr | OVCAR-5 | CAKI-1 | OVCAR-4 | RXF 393
37 | 106.6 | 87.3 | 97.6 | 99.3
38 | 113.6 | 88.3 | 117.3 | 80.7
39 | 56.8 | 21.3 | 48.6 | -4.2*
40 | 106.2 | 82.2 | 104.3 | 100.0
41 | 109.6 | 87.0 | 104.9 | .
42 | 92.9 | 76.0 | 88.7 | 101.7
43 | 94.0 | 96.2 | 88.3 | 104.0
44 | 103.4 | 98.3 | 127.4 | 111.8
45 | 77.9 | 46.3 | 77.2 | .
46 | 36.2 | 39.0 | 27.8 | 50.8
47 | 104.6 | 91.6 | 100.3 | 116.0
48 | 97.3 | 64.2 | 86.6 | 78.1

Carrying on.
nr | SMILES | A498 | ACHN | OVCAR-8 | OVCAR-3
49 | CN(C)c1ccc(/C=N/NC(=O)c2cccc3ccccc23)c(Cl)c1 | -3.3* | 51.2 | 36.5 | -17.4*
50 | Cc1[nH]c(C(=O)Nc2ccc(C(N)=O)cc2OCc2cccc(C(=O)NCCN)c2)c(Cl)c1Cl | 86.4 | 105.2 | 102.5 | 95.3
51 | CCOC(=O)c1sc(NCC(=O)Nc2ccc([N+](=O)[O-])cc2Cl)c(C(=O)OCC)c1C | 80.0 | 106.8 | 106.4 | 108.7
52 | CC(=O)c1cc(-c2ccc(Cl)cc2)nc2ccccc12 | 68.2 | 103.6 | 105.6 | 95.8
53 | O=[N+]([O-])c1cc2ncccc2c2ncccc12 | 110.6 | 65.3 | 63.3 | 84.5
54 | O=C1CC(=O)c2ccccc21 | 87.6&59.8 | 101.5&97.0 | 100.7&98.8 | 97.3&88.8
55 | COc1ccc(CC(N)C(=O)O)cc1 (stereo not drawn) | 109.1 | 102.6 | 101.3 | 106.8
56 | CCc1ccc(C(c2ccc(CC)cc2)C(Cl)(Cl)CCl)cc1 | 81.7 | 97.6 | 109.9 | 86.3
57 | COc1ccc2nc(N/N=C/c3cccc(C)n3)cc(C)c2c1 | 88.1 | 104.2 | 97.8 | 104.5
58 | Nc1ccc(/C=C/c2ccc3ncccc3c2)cc1 | 83.1 | 91.3 | 90.7 | 94.7
59 | C=CC(CN1CCCCC1)OC(=O)C(c1ccccc1)c1ccccc1 (stereo not drawn) | 99.1 | 102.9 | 105.5 | 110.7
60 | CC1CCCc2c1nc1ncnc(N)c1c2-c1ccc(Cl)cc1 (stereo not drawn) | 72.3 | 96.8 | 97.4 | 102.8

nr | OVCAR-5 | CAKI-1 | OVCAR-4 | RXF 393
49 | 58.1 | 48.5 | 50.9 | 7.5*
50 | 101.7 | 97.4 | 92.5 | 106.9
51 | 103.2 | 103.2 | 98.1 | 105.1
52 | 96.7 | 79.4 | 79.9 | 84.6
53 | 98.3 | 84.2 | 102.9 | 92.4
54 | 105.8&180.2 | 87.3&89.5 | 112.8&92.9 | 112.5&99.4
55 | 92.7 | 94.9 | 105.2 | 111.3
56 | 99.9 | 96.6 | 86.9 | 131.4
57 | 97.6 | 94.9 | 95.4 | 111.9
58 | 100.1 | 68.7 | 85.5 | 95.1
59 | 101.5 | 94.9 | 105.8 | 116.8
60 | 95.1 | 129.1 | 82.2 | 89.1

4 of the compounds above, field by field:
58	Nc1ccc(/C=C/c2ccc3ncccc3c2)cc1
  A498: 83.1
  ACHN: 91.3
  OVCAR-8: 90.7
  OVCAR-3: 94.7
  OVCAR-5: 100.1
  CAKI-1: 68.7
  OVCAR-4: 85.5
  RXF 393: 95.1

56	CCc1ccc(C(c2ccc(CC)cc2)C(Cl)(Cl)CCl)cc1
  A498: 81.7
  ACHN: 97.6
  OVCAR-8: 109.9
  OVCAR-3: 86.3
  OVCAR-5: 99.9
  CAKI-1: 96.6
  OVCAR-4: 86.9
  RXF 393: 131.4

52	CC(=O)c1cc(-c2ccc(Cl)cc2)nc2ccccc12
  A498: 68.2
  ACHN: 103.6
  OVCAR-8: 105.6
  OVCAR-3: 95.8
  OVCAR-5: 96.7
  CAKI-1: 79.4
  OVCAR-4: 79.9
  RXF 393: 84.6

49	CN(C)c1ccc(/C=N/NC(=O)c2cccc3ccccc23)c(Cl)c1
  A498: -3.3*
  ACHN: 51.2
  OVCAR-8: 36.5
  OVCAR-3: -17.4*
  OVCAR-5: 58.1
  CAKI-1: 48.5
  OVCAR-4: 50.9
  RXF 393: 7.5*
